CaV13 FRET inh: Disruptors of the CACNA1D IQ motif to Ca2+-dependent inactivation inhibitor domain association, primary screening, Förster resonance energy transfer in intact living …. HEK cells, CFP/YFP FRET ICDI-IQ, plate reader, 10 min; percent FRET-ratio fall versus neutral wells. inhibition, % at 12.3 µM. 0.098% of 340,000 active. AID 743397;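 active means mean replicate inhibition of at least 30% and at least 1% of replicates passing that level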;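 further: 0% = median of the neutral control wells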
HIF-2a block: HIF-2a reporter inhibitors, primary screen, luminescence, 786-0 RCC cells; inhibition, % at 18.8 µM; AID 624352, 2012; 786-0 RCC cells HIF-2a reporter, luciferase luminescence, overnight; 0.72% of 360,000 active;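 active means inhibition of the luminescence signal of 40% or more relative to plate controls, in a single-dose primary screen at 18.75 µM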
NR2E3 ag-1: inhibitors of NR2E3-RetCOR corepressor binding, primary screen, NR2E3 agonist project, biochemical, TR-FRET, GST-NR2E3, biotin-RetCOR; Photoreceptor-specific nuclear receptor (Homo sapiens), Q9Y5X4; 0.12% of 320,000 active; 1536-well; AID 2300, 2010; inhibition of corepressor binding, % at 4.78 µM;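 active means percent inhibition above the cutoff of mean plus 3 SD of all tested compounds, set per screening campaign, cut at about 20% in these data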;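 further: 0% = DMSO wells and 100% = biotin wells as full block of FRET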
Target sequence (Q9Y5X4 whole entry, looked up): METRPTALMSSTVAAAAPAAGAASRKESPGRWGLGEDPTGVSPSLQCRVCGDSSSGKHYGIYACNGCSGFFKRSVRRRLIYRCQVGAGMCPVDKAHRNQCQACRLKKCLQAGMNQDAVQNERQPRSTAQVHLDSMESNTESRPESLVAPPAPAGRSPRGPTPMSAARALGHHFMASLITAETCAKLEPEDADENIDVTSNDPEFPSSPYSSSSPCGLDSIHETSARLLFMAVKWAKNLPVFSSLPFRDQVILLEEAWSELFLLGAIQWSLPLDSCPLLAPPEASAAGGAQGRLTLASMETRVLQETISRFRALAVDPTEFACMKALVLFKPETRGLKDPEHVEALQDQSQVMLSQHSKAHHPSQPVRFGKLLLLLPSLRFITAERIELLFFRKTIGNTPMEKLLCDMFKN
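Format: 1536-well format; test system: GST-NR2E3 and biotin-RetCOR proteins; read-out basis: percent inhibition of TR-FRET ratio; timing: 5 h incubation at 4 °C; detection: time-resolved FRET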
PDI inh: inhibitors of human PDI, primary screen, biochemical, turbidity, single point, plate reader. PDI insulin aggregation turbidity, A650, 90 min. Protein disulfide-isomerase (Homo sapiens), P07237. 0.052% of 350,000 active. inhibition, % at 10 µM;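 active means mean inhibition across replicates of 30% or more, whatever share of single replicates reach that level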;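 further: absorbance from insulin aggregation driven by PDI reduction with DTT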
Target sequence (P07237 whole entry, looked up): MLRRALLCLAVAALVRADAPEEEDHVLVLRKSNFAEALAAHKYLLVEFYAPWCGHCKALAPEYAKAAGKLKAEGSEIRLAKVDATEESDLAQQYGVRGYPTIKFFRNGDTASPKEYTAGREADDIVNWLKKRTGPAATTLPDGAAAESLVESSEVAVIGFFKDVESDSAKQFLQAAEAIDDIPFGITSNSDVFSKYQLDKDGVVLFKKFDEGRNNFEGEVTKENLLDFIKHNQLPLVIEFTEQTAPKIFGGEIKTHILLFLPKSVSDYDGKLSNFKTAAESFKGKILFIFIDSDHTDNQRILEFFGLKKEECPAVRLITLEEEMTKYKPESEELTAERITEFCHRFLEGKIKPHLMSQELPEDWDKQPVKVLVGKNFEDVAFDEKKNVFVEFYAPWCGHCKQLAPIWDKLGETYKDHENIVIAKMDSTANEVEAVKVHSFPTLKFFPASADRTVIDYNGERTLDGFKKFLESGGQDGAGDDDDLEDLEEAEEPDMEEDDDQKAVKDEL
Cardio protect: cardioprotection against H2O2-induced cell death, primary screen, uHTS, H9c2 cells, ATPLite luminescence; H9c2 cardiomyocytes, H2O2 injury protection, 2 h; protection from H2O2 cell death, % at 20 µM; 0.63% of 360,000 active; AID 588492, 2011;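 active means compounds giving at least 50% protection of heart cells from peroxide-induced death in the single-dose screen, raw or plate-pattern-corrected value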;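 further: 0% = DMSO wells with peroxide and 100% = DMSO wells without peroxide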
NR2E3 ag-2: NR2E3 agonists in two-hybrid cells, primary screen, cell-based, luminescence, CHO-S, Gal4-NCOR/VP16-NR2E3. Photoreceptor-specific nuclear receptor (Homo sapiens), Q9Y5X4. luciferase. inhibition of corepressor binding, % at 3.98 µM. 0.35% of 360,000 active. AID 602229, 2012;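 active means inhibition above the mean of all tested compounds plus 3 SD, cut at about 70% in these data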;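 further: 0% = DMSO with NR2E3 transfected cells and 100% = cells lacking NR2E3 construct; higher means lower luciferase signal from less NR2E3 corepressor binding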
MITF TRPM1 inh: inhibitors of MITF-dependent TRPM1 promoter reporter, primary screen, cell-based, SK-MEL-5, single point, luciferase; AID 488899, 2010; 0.83% of 330,000 active; SK-MEL-5 TRPM1 promoter luciferase, 24 h; inhibition, % at 12.5 µM;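 active means mean inhibition across replicates of 60% or more, whatever share of single replicates reaches that level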; further: values of inactives mirror those of a sister screen read the other way
Peg3 promoter: Peg3 promoter-driven luciferase inhibitors, primary screen, cell-based, HeLa, luciferase luminescence | AID 588405, 2011 | HeLa PEG-Prom luciferase reporter, overnight | 1.7% of 360,000 active | inhibition, % at 20 µM;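 active means inhibition of at least 50% at 20 µM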
HTR2A ag: mouse Htr2a agonists via beta-arrestin recruitment, primary screen, cell-based, luminescence; AID 624169, 2012; 0.66% of 360,000 active; CHO-K1 mHTR2A beta-arrestin complementation; percent of 30 µM serotonin response; 5-hydroxytryptamine receptor 2A (Mus musculus), P35363; activation, % at 7.6 µM;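 active means activation above a run cutoff, the mean activation of all tested compounds plus 3 SD, cut at about 14% in these data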;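 further: 0% = plate median of compound wells and 100% = 30 µM serotonin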
iPSC survival up: enhancers of single-cell hiPSC survival, primary screen, ATPlite luminescence | AID 602274, 2012 | 100% = ROCK inhibitor wells, 0% = DMSO | 0.044% of 360,000 active | survival enhancement, % at 20 µM; in the data active means survival enhancement above about 18%;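 further: cells exposed to compounds for 16 hours before the ATP read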
Shn3 3UTR inh: reduction of Shn3 3'UTR firefly luciferase signal, primary screen, Schnurri-3 inhibitor project, cell-based, Clone20 osteoblasts, set 2. Clone20 osteoblast Shn3 3'UTR firefly luciferase, 24 h. inhibition, % at 12.5 µM. 0.52% of 360,000 active. AID 588674, 2011;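 active means mean inhibition of at least 75% with every replicate also reaching 75%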;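 further: 0% = median of neutral control wells and 100% = pilot-screen positive control compound; some compounds past the cut are filed as inactive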
The depositor's hits bear a star; / = no result given.

#	structure	CaV13 FRET inh	HIF-2a block	NR2E3 ag-1	PDI inh	Cardio protect	NR2E3 ag-2	MITF TRPM1 inh	Peg3 promoter	HTR2A ag	iPSC survival up	Shn3 3UTR inh
1	COc1ccc(-c2noc(C3CCCN(C(=O)c4ccccc4OC)C3)n2)cc1OC (stereo not given)	-3	-73	3	-6	1	-3	-12	-39	1	-2.5	19
2	O=C(Nc1ccc(S(=O)(=O)N2CCCC2)cc1)c1c(F)cccc1F	/	10	-2	1	1	-16	-5	14	2	-0.5	-2
3	COc1ccc(C2CC3(CC(C)(C)NC(SC)=N3)Oc3cc(O)cc(C)c32)cc1 (stereo not given)	-2	3	-1	2	2	3	-5	13	-1	0.0	21
4	C=CCn1c(SCc2ccc(C(=O)NCCO)cc2)nc2sc(C)c(C)c2c1=O	-4	15	1	-1	2	-4	4	21	-3	-0.5	9
5	CCN(CCNC(=O)Cn1cc2c(n1)CCCC2)c1ccccc1	-2	5	2	/	-1	1	8	10	3	-4.7	-2
6	Cc1cc(C)c(C#N)c(N2CCN(S(=O)(=O)Cc3ccccc3)CC2)n1	/	9	4	-9	-2	-12	-2	3	-3	-0.4	1
7	COc1ccc(OC)c(-c2nnc3n2N=C(c2ccc(OC)c(OC4CCCC4)c2)CS3)c1	-10	25	/	1	6	15	78*	13	5	-0.8	21
8	COc1cccc(CC(=O)NCC2(N3CCCCC3)CCCCC2)c1	6	12	-1	8	8	-35	-5	2	2	-0.2	-3
9	CCN1C(=O)CC(N2CCC(Cc3ccccc3)CC2)C1=O (stereo not given)	-4	15	0	1	-2	15	-1	7	-1	7.0	-4
10	CCOC(=O)C1=NNC(C(=O)c2ccc(C)cc2)C1c1ccc(OC)cc1 (stereo not given)	-7	-21	-2	3	-8	-12	3	-2	-3	-3.4	-18
11	O=C(Nc1ccc(Cl)cc1)N(Cc1nnc2n1CCCCC2)c1ccccc1	-8	-1	3	5	0	1	1	-35	-1	-0.3	-18
12	Cc1cc(C(=O)COC(=O)c2ccccc2O)c(C)n1CC1CCCO1 (stereo not given)	-5	90*	0	12	-24	95*	84*	85*	9	-6.0	83
13	COc1cccc(Cn2cnc3c(sc4nc(C)cc(C)c43)c2=O)c1	-2	-4	4	0	-2	-2	/	-16	0	-0.1	8
14	CC(=O)Nc1ccc(-c2cc(C(=O)O)c3cc4ccccc4cc3n2)cc1	-3	-204	/	-4	-8	-58	/	-171	-2	-2.3	-13
15	COc1cc(OC)cc(C(=O)N2CCN(C(=O)c3cccs3)CC2)c1	-3	5	4	-9	5	-21	5	5	1	0.4	-6
16	CC(C)Oc1ccc(C(=O)Nc2ccc(C(F)(F)F)n(C)c2=O)cc1	-2	-3	2	6	-3	9	-1	-16	11	2.1	9
17	COC(=O)c1cc(NC(=O)Cn2nc(C)n3cccc3c2=O)cc(C(=O)OC)c1	-2	-7	2	10	10	-14	1	-21	8	-0.1	8
18	CCOc1ccc(CN2CCNC(=O)C2CC(=O)NCCc2nc(C)c3c(n2)CCC3)cc1 (stereo not given)	-16	6	/	-8	-2	16	-4	-8	1	0.5	2
19	CCOC(=O)C1(CCOc2ccccc2)CCN(CC(O)CO)CC1 (stereo not given)	-3	6	0	-9	5	-8	-4	20	-2	-0.1	11
20	CC(=O)OC(COC1C[C@@H]2CC[C@@]1(C)C2(C)C)C[N+]1(C)CCCCC1 (stereo not given in full)	-4	5	3	2	-4	6	-9	6	1	-0.6	14
21	CNC[C@H](CC1CCCCC1)NC[C@H](CO)NCCc1cccc(C(F)(F)F)c1	13	2	2	-2	-32	8	57	101*	-8	-6.5	1
22	Cc1ccc2cc(C(c3nnnn3CC3CCCO3)N3CCc4ccccc4C3)c(=O)[nH]c2c1 (stereo not given)	-4	11	-4	-1	37	-30	-11	10	-1	-0.7	-25
23	Cn1ccc(O)c(C#N)c1=O	/	8	0	/	-2	-27	2	9	-3	4.1	10
24	CN(C)c1nc2c(c(=O)[nH]c(=O)n2C)n1Cc1ccc(F)cc1	-7	15	-3	-4	-10	-20	0	19	-4	-0.8	6
25	COC(=O)c1c(NC(=O)Cc2ccccc2)sc2c1CCN(C(C)C)C2	6	-31	-1	/	5	-5	/	0	3	7.1	-3
26	NC(=O)C1CC(=O)N(c2ccc(OCc3c(F)cccc3Cl)cc2)C1 (stereo not given)	1	-5	2	1	-1	-8	2	-20	6	0.3	-3
27	COc1cccc(/C=C2\SC(=S)N(CCC(=O)NC3C=CS(=O)(=O)C3)C2=O)c1 (stereo not given)	-14	-27	-1	1	-10	8	4	-1	5	-0.5	-17
28	CC(C)C(C(=O)Nc1ccc(N2CCOCC2)cc1)N1C(=O)c2ccccc2C1=O (stereo not given)	-3	-2	2	13	3	8	-2	-4	-4	-0.4	-10
29	CC(=O)NCCC(=O)Nc1cc(S(=O)(=O)N2CCOCC2)ccc1Oc1ccccc1	-9	19	2	12	8	-9	-7	3	-4	0.8	0
30	COc1ccc(OC)c(NC(=O)CSc2nnnn2-c2ccc3c(c2)OCO3)c1	-7	-4	0	15	-8	101*	-4	9	6	-3.0	-11

From compound 22 up to 30, copied from above:
#	structure	CaV13 FRET inh	HIF-2a block	NR2E3 ag-1	PDI inh	Cardio protect	NR2E3 ag-2	MITF TRPM1 inh	Peg3 promoter	HTR2A ag	iPSC survival up	Shn3 3UTR inh
22	Cc1ccc2cc(C(c3nnnn3CC3CCCO3)N3CCc4ccccc4C3)c(=O)[nH]c2c1 (stereo not given)	-4	11	-4	-1	37	-30	-11	10	-1	-0.7	-25
23	Cn1ccc(O)c(C#N)c1=O	/	8	0	/	-2	-27	2	9	-3	4.1	10
24	CN(C)c1nc2c(c(=O)[nH]c(=O)n2C)n1Cc1ccc(F)cc1	-7	15	-3	-4	-10	-20	0	19	-4	-0.8	6
25	COC(=O)c1c(NC(=O)Cc2ccccc2)sc2c1CCN(C(C)C)C2	6	-31	-1	/	5	-5	/	0	3	7.1	-3
26	NC(=O)C1CC(=O)N(c2ccc(OCc3c(F)cccc3Cl)cc2)C1 (stereo not given)	1	-5	2	1	-1	-8	2	-20	6	0.3	-3
27	COc1cccc(/C=C2\SC(=S)N(CCC(=O)NC3C=CS(=O)(=O)C3)C2=O)c1 (stereo not given)	-14	-27	-1	1	-10	8	4	-1	5	-0.5	-17
28	CC(C)C(C(=O)Nc1ccc(N2CCOCC2)cc1)N1C(=O)c2ccccc2C1=O (stereo not given)	-3	-2	2	13	3	8	-2	-4	-4	-0.4	-10
29	CC(=O)NCCC(=O)Nc1cc(S(=O)(=O)N2CCOCC2)ccc1Oc1ccccc1	-9	19	2	12	8	-9	-7	3	-4	0.8	0
30	COc1ccc(OC)c(NC(=O)CSc2nnnn2-c2ccc3c(c2)OCO3)c1	-7	-4	0	15	-8	101*	-4	9	6	-3.0	-11

Next part
#	structure	CaV13 FRET inh	HIF-2a block	NR2E3 ag-1	PDI inh	Cardio protect	NR2E3 ag-2	MITF TRPM1 inh	Peg3 promoter	HTR2A ag	iPSC survival up	Shn3 3UTR inh
31	CN(CCC1CCOCC1)Cc1nc(Cc2ccccc2F)no1	-6	12	-1	3	3	-31	-7	5	5	-0.2	/
32	C/C(CC(=O)Nc1ccc(Cl)c(C(F)(F)F)c1)=N\NC(=O)c1cnccn1	-3	-4	2	-2	9	-22	-9	11	3	0.6	19
33	Cc1ccc(S(=O)(=O)Nc2ccc(O)c3ccccc23)c(C)c1	-4	10	/	5	-14	-1	29	12	-2	-0.5	1
34	CC(C)(C)n1nnnc1C(c1ccncc1)N1CCN(c2ccc(O)cc2)CC1 (stereo not given)	/	8	2	2	0	19	8	8	1	3.3	-3
35	COc1cc(OC)cc(C(=O)N[C@H](C(=O)NCCc2c[nH]c3ccccc23)C(C)C)c1	-20	25	-1	1	0	16	14	21	5	0.2	4
36	Cc1ccccc1OCC(=O)Nc1ccccc1N1CCOCC1	-5	21	3	-3	2	-3	1	27	-2	-3.4	5
37	CC(=O)c1cc(F)ccc1OCC(=O)Nc1ccc2c(c1)OCO2	-3	-233	/	-2	-23	-183	-87	-351	-10	-4.1	-128
38	O=C(O)c1ccc(CN2C[C@@H](CO)O[C@@H](n3cnc4c(NCc5ccco5)ncnc43)C2)cc1	-3	6	/	3	-4	-19	/	8	7	6.6	-18
39	CC1CC(C)CN(C(=O)CCNC(=O)Cn2ccc3ccccc3c2=O)C1 (stereo not given)	-7	15	5	1	-4	19	-9	8	0	-0.4	21
40	Cc1ccccc1OCC(=O)N/N=C/C=C/c1ccccc1	-5	-21	1	1	-5	-19	-17	-9	1	0.0	-21
41	CCCC12CN(C(=O)c3ccc([N+](=O)[O-])cc3)CC(C)(CN(C(=O)c3ccc([N+](=O)[O-])cc3)C1)C2=O	-5	18	1	12	1	-22	/	2	-7	-0.6	9
42	Cc1cc(C)nc(SCc2cc(=O)c(OC(=O)c3cc([N+](=O)[O-])ccc3Cl)co2)n1	-6	16	-5	1	30	4	1	16	4	0.0	13
43	CN(C)/C=N/c1sc2c(c1C#N)CC(C)(C)NC2(C)C	-6	13	3	4	4	17	0	-18	-3	0.6	-3
44	COc1ccc(/C=C/C(=O)c2ccc(NS(=O)(=O)c3ccc(C)cc3)cc2)cc1O	-5	15	5	11	-12	-6	24	48	-7	-1.3	7
45	O=C(COC(=O)C1CCCC1)Nc1ncc(Cl)cc1Cl	-6	14	1	-5	3	12	12	5	1	0.8	-15
46	O=S(=O)(c1ccc(OCc2ccc(Br)cc2)cc1)N1CCOCC1	-7	-1	-1	-28	-7	-13	-10	0	1	-0.7	-2
47	COc1cc2c(cc1OC)CN(C(=O)CN1C(=O)NC3(CCC(C)CC3)C1=O)CC2 (stereo not given)	-19	4	0	1	-3	18	/	7	1	3.6	-2

Screens deposited in PubChem BioAssay by several laboratories.
